NCI-60 one-dose screen, 48 h, at 10 µM unless noted. Numbers give growth in % (100 = growth as untreated, 0 = no growth, -100 = all killed).
SN12C: SN12C renal cancer cells | actives 3.8% (n = 81,000)
ACHN: ACHN renal cancer; actives 4.9% (n = 81,000); AID 1794771
786-0: 786-0 renal cancer cells; actives 5.1% (n = 81,000); AID 1794775
RXF 393: RXF 393 renal cancer cells | actives 6.9% (n = 77,000)
DU-145: DU-145 prostate cancer; actives 4.2% (n = 81,000); AID 1794760
A498: A498 renal cancer cells; actives 5.4% (n = 76,000); AID 1794774
UO-31: UO-31 renal cancer | AID 1794768 | actives 5.2% (n = 81,000)
CAKI-1: CAKI-1 renal cancer; actives 4.7% (n = 75,000)
TK-10: TK-10 renal cancer cells; actives 3.9% (n = 81,000)
Active calls of the source: *; / = not tested or not shown; & = joins results of further samples; [ ] = another dose, or the depositor's remark. Rule for the calls: active = growth percent below 10; inactive = the rest.

SMILES	SN12C	ACHN	786-0	RXF 393	DU-145	A498	UO-31	CAKI-1	TK-10
C[C@]12CC[C@H]3[C@@H](CCC4=CC(=O)CC[C@@]43CCl)[C@@H]1CC[C@@H]2O	95	94	100	103	92	93	90	91	90
COC(=O)[C@@H](C[C@H](Cc1ccccc1)NC(=O)c1csc([C@@H](C[C@H](C(C)C)N(C)C(=O)[C@@H](NC(=O)[C@H]2CCCCN2C)C(C)C)OC(C)=O)n1)NC(=O)OCc1ccccc1	15[9.5 µM]	16[9.5 µM]	16[9.5 µM]	40[9.5 µM]	-3.8*[9.5 µM]	/	27[9.5 µM]	35[9.5 µM]	45[9.5 µM]
CC1(C)N(Nc2ccccc2)C(=O)C2CCCN21 (configuration not stated)	91	21	33	116	17	96	32	6.1*	60
O=C1CC2OCC=C3CN4CC[C@]56c7ccccc7N1C5[C@H]2[C@H]3CC46 (some centres not stated)	103	/	94	101	112	102	81	91	100
C[C@@H]([C@H](O)c1ccccc1)N(C)C	104	108	101	116	111	93	78	99	98
CCOC(=O)C(O)(c1ccc(Cl)cc1)c1ccc(Cl)cc1	102	99	97	115	111	100	85	87	100
O=NNc1ccccn1	87	11	106	84	5.3*	96	84	44	91
CC12CCC3(CCC(=O)NCCNc4ccnc5cc(Cl)ccc45)[C@@](C)(OO[C@]3(C)O1)O2	83	98	98	78	111	146	78	92	94
CC[C@@H](C(N)=O)N1CCCC1=O	100	107	99	99	124	93	83	100	128
CC(C)=CC1C(C(=O)OCCOc2ccc3c(c2)OCO3)C1(C)C (configuration not stated)	/	99	94	107	105	96	76	99	93
CCCCC(CC)COC(=O)CCOCCN1CC1 (configuration not stated)	113	112	107	108	95	80	97	89	115
C[C@@H]1CN(C(=O)C(O)(c2ccccc2)c2ccccc2)[C@@H](C)CN1c1ccccn1	95	102	99	113	123	/	75	119	97
CCOP(=O)(CC#N)OCC	106	104	103	/	107	93	98	100	/
C[N+](C)(C)Cc1ccc([N+](=O)[O-])cc1	105	96	108	115	107	94	105	101	108
OC1CC2CCC(C1)N2 (configuration not stated)	98	100	100	100	115	100	92	95	103
Nc1nc(=S)[nH][nH]1	92	100	91	/	92	/	77	94	94
CCCCCCC(C)(C)c1cc(O)c2c(c1)OC(C)(C)C1CC=C(C(=O)O)CC21 (configuration not stated)	83	85	99	30	102	106	47	66	98
C=CC(=O)NCO	95	108	107	116	103	109	100	110	107
N#CC(c1ccccc1)N1CCOCC1 (configuration not stated)	100	112	104	103	120	/	89	96	103
CCCCCCCCCc1ccc(OP(Oc2ccccc2)Oc2ccc(CCCCCCCCC)cc2)cc1	120	109	115	121	108	80	102	105	111

Some of the entries so far, with bars between the fields:
SMILES | SN12C | ACHN | 786-0 | RXF 393 | DU-145 | A498 | UO-31 | CAKI-1 | TK-10
COC(=O)[C@@H](C[C@H](Cc1ccccc1)NC(=O)c1csc([C@@H](C[C@H](C(C)C)N(C)C(=O)[C@@H](NC(=O)[C@H]2CCCCN2C)C(C)C)OC(C)=O)n1)NC(=O)OCc1ccccc1 | 15[9.5 µM] | 16[9.5 µM] | 16[9.5 µM] | 40[9.5 µM] | -3.8*[9.5 µM] | / | 27[9.5 µM] | 35[9.5 µM] | 45[9.5 µM]
CC1(C)N(Nc2ccccc2)C(=O)C2CCCN21 (configuration not stated) | 91 | 21 | 33 | 116 | 17 | 96 | 32 | 6.1* | 60

(cont.)
SMILES	SN12C	ACHN	786-0	RXF 393	DU-145	A498	UO-31	CAKI-1	TK-10
CCCN(CC(=O)O)N=O	101	102	102	107	103	105	99	96	103
CCC(C)C(=O)OC1C(O)C2C(CN3CC(C)CCC3C2(C)O)C2CC34OC5(O)C(OC(=O)C(C)(O)C(C)O)CCC3(C)C5C(OC(C)=O)C(OC(C)=O)C4C21O (configuration not stated) (tested in a mixture with another compound)	95	99	99	106	100	116	72	106	166
Cc1ccc(OP(=O)(Oc2ccc(C)c(C)c2)Oc2ccc(C)c(C)c2)cc1C	82	76	90	60	107	86	61	71	81
CC(=O)O[C@H]1CC[C@H]2[C@@H]3CC=C4c5nc(-c6ccc(O)cc6)sc5CC[C@]4(C)[C@H]3CC[C@]12C	97	98	54	40	105	72	90	79	108
CC(=O)N(C)C1=Nc2ccc(Cl)cc2C(c2ccccc2)=NC1	97	111	101	84	108	92	86	/	86
CC(N)Cc1c[nH]c2ccc(Cl)cc12 (configuration not stated)	96	99	101	102	111	/	98	94	102
COc1ccc(/C=C/C(=O)c2nc3ccccc3n2Cc2ccc(Br)cc2)cc1	90	78	65	84	62	122	52	68	110
Cc1ccc(N=CN(C)C=Nc2ccc(C)cc2C)c(C)c1	103	98	96	111	112	123	72	90	98
NC(=O)SCC(=O)Nc1ccc([As](=O)(O)O)cc1	90	100	83	96	101	113	94	109	105
CN1C(=O)NC(=O)C2(CCCC2)C1=O	108	112	111	112	117	102	96	91	103
C[C@]12CCc3sc(Nc4ccc(F)cc4)nc3C1=CC[C@@H]1[C@@H]2CC[C@]2(C)C(=O)CC[C@@H]12	74	78	5.3*	13	19	76	60	68	94
CCNC1CCCCC1	103	106	110	101	105	87	97	103	97
O=S(=O)(F)c1ccc(I)cc1	104	107	103	124	114	103	101	116	97
CC1=C(CN(O)C(N)=O)C2=C(C)C3(CC3)[C@](C)(O)C(=O)C2=C1	25	-5.6*	15	-85*	10	-76*	-20*	4.6*	-5.3*
CCCC[N+](CCCC)(CCCC)CCCC	89	89	98	96	93	70	75	98	122
Cc1cc(N(CCCl)CCCl)ccc1/C=N/Nc1nnc(C)n1N	63	51	/	105	74	/	95	45	102
O=C1CC(c2cc(=O)oc3ccc(Cl)cc23)c2c(c3ccccc3oc2=O)O1 (configuration not stated)	100	99	108	102	107	88	80	99	96
O=C(c1ccccc1)C(F)(F)Cl	100	/	103	105	108	83	90	/	108
CC1(CF)NC(=O)NC1=O (configuration not stated)	94	/	98	121	116	105	/	122	128
[Cl][Hg][n]1cnc2c(Cl)c(Cl)c(Cl)cc21	102	98	112	140	100	104	86	103	108

An excerpt of these results, as a markdown table.
| SMILES | SN12C | ACHN | 786-0 | RXF 393 | DU-145 | A498 | UO-31 | CAKI-1 | TK-10 |
| --- | --- | --- | --- | --- | --- | --- | --- | --- | --- |
| CCCCCCCCCc1ccc(OP(Oc2ccccc2)Oc2ccc(CCCCCCCCC)cc2)cc1 | 120 | 109 | 115 | 121 | 108 | 80 | 102 | 105 | 111 |
| CCCN(CC(=O)O)N=O | 101 | 102 | 102 | 107 | 103 | 105 | 99 | 96 | 103 |
| CCC(C)C(=O)OC1C(O)C2C(CN3CC(C)CCC3C2(C)O)C2CC34OC5(O)C(OC(=O)C(C)(O)C(C)O)CCC3(C)C5C(OC(C)=O)C(OC(C)=O)C4C21O (configuration not stated) (tested in a mixture with another compound) | 95 | 99 | 99 | 106 | 100 | 116 | 72 | 106 | 166 |
| Cc1ccc(OP(=O)(Oc2ccc(C)c(C)c2)Oc2ccc(C)c(C)c2)cc1C | 82 | 76 | 90 | 60 | 107 | 86 | 61 | 71 | 81 |
| CC(=O)O[C@H]1CC[C@H]2[C@@H]3CC=C4c5nc(-c6ccc(O)cc6)sc5CC[C@]4(C)[C@H]3CC[C@]12C | 97 | 98 | 54 | 40 | 105 | 72 | 90 | 79 | 108 |
| CC(=O)N(C)C1=Nc2ccc(Cl)cc2C(c2ccccc2)=NC1 | 97 | 111 | 101 | 84 | 108 | 92 | 86 | / | 86 |
| CC(N)Cc1c[nH]c2ccc(Cl)cc12 (configuration not stated) | 96 | 99 | 101 | 102 | 111 | / | 98 | 94 | 102 |
| COc1ccc(/C=C/C(=O)c2nc3ccccc3n2Cc2ccc(Br)cc2)cc1 | 90 | 78 | 65 | 84 | 62 | 122 | 52 | 68 | 110 |
| Cc1ccc(N=CN(C)C=Nc2ccc(C)cc2C)c(C)c1 | 103 | 98 | 96 | 111 | 112 | 123 | 72 | 90 | 98 |
| NC(=O)SCC(=O)Nc1ccc([As](=O)(O)O)cc1 | 90 | 100 | 83 | 96 | 101 | 113 | 94 | 109 | 105 |
| CN1C(=O)NC(=O)C2(CCCC2)C1=O | 108 | 112 | 111 | 112 | 117 | 102 | 96 | 91 | 103 |
| C[C@]12CCc3sc(Nc4ccc(F)cc4)nc3C1=CC[C@@H]1[C@@H]2CC[C@]2(C)C(=O)CC[C@@H]12 | 74 | 78 | 5.3* | 13 | 19 | 76 | 60 | 68 | 94 |
| CCNC1CCCCC1 | 103 | 106 | 110 | 101 | 105 | 87 | 97 | 103 | 97 |
| O=S(=O)(F)c1ccc(I)cc1 | 104 | 107 | 103 | 124 | 114 | 103 | 101 | 116 | 97 |
| CC1=C(CN(O)C(N)=O)C2=C(C)C3(CC3)[C@](C)(O)C(=O)C2=C1 | 25 | -5.6* | 15 | -85* | 10 | -76* | -20* | 4.6* | -5.3* |
| CCCC[N+](CCCC)(CCCC)CCCC | 89 | 89 | 98 | 96 | 93 | 70 | 75 | 98 | 122 |
| Cc1cc(N(CCCl)CCCl)ccc1/C=N/Nc1nnc(C)n1N | 63 | 51 | / | 105 | 74 | / | 95 | 45 | 102 |
| O=C1CC(c2cc(=O)oc3ccc(Cl)cc23)c2c(c3ccccc3oc2=O)O1 (configuration not stated) | 100 | 99 | 108 | 102 | 107 | 88 | 80 | 99 | 96 |
| O=C(c1ccccc1)C(F)(F)Cl | 100 | / | 103 | 105 | 108 | 83 | 90 | / | 108 |
| CC1(CF)NC(=O)NC1=O (configuration not stated) | 94 | / | 98 | 121 | 116 | 105 | / | 122 | 128 |
| [Cl][Hg][n]1cnc2c(Cl)c(Cl)c(Cl)cc21 | 102 | 98 | 112 | 140 | 100 | 104 | 86 | 103 | 108 |

(further entries)
SMILES	SN12C	ACHN	786-0	RXF 393	DU-145	A498	UO-31	CAKI-1	TK-10
O=c1[nH]oc2c1CCNC2	110	109	100	123	121	114	91	104	105
O=[N+]([O-])c1cccc2c1Oc1ccccc1O2	111	148	102	/	109	114	89	63	165
COC(=O)C12CCc3cc(OC)ccc3C1=CC(=O)C2 (configuration not stated)	103	95	121	99	113	80	88	100	105
O=C1NC(=O)C(=Cc2cn(C(=O)c3ccc(Cl)cc3)c3ccccc23)C(=O)N1	105	89	103	109	132	122	79	91	169
CCCNC(=O)CCl	105	111	104	113	103	108	89	102	106
CC(=O)OC1=NC(C)c2c1cc(OC(C)=O)[nH]c2=O (configuration not stated)	110	100	134	/	118	119	119	/	93
C[C@@]12CC=C3c4nc(Nc5cccc(O)c5)sc4CC[C@]3(C)[C@H]1CC[C@]1(C)C(=O)CC[C@@H]21	47	5.1*	-0.5*	-6.7*	13	/	22	37	10
C[C@]12CCc3sc(-c4ccc(Br)cc4)nc3C1=CC[C@@H]1[C@@H]2CC[C@]2(C)C(=O)CC[C@@H]12	106	97	101	105	110	/	80	61	115
N#Cc1nc(-c2cc3ccccc3oc2=O)oc1N1C[C@@H]2C[C@H](C1)c1cccc(=O)n1C2	102	102	102	102	104	99	91	86	98
COC(=O)CN1CC1	94&102	107&125	104&97	122&103	120&118	117&58	104&98	99&110	111&95
CCCCOc1ccc(C(N)Cc2ccccc2)cc1 (configuration not stated)	95	91	75	104	109	65	75	84	98
CN[C@]1(c2ccccc2Cl)CCCC[C@@H]1NCCCN1CCCC1	94	109	93	87	107	/	68	88	100
OC(c1ccccc1)C(c1ccccc1)N1CCCCC1 (configuration not stated)	92	100	93	86	/	82	67	101	102
O=C([O][Hg][CH2]C1COCC([CH2][Hg][O]C(=O)c2ccccc2)O1)c1ccccc1 (configuration not stated)	57	71	104	88	/	114	-12*	57	38
C[C@]12CCC(=O)C[C@H]1CC[C@@H]1[C@@H]2C(=O)C[C@@]2(C)[C@H]1CC[C@]2(C)O	108	117	104	110	126	128	94	97	/
c1ccc2c(CNC3CCCCC3)c[nH]c2c1	97	106	108	125	128	/	70	90	114
C/C(CCl)=N\NC1=NC2(CCCCC2)P(=O)(NNc2ncccn2)S1 (configuration not stated)	94	98	111	110	107	114	91	100	101
CN1C(=O)N(C)C(=O)C(NS(=O)(=O)c2ccc(N)cc2)(c2ccccc2)C1=O	105	108	97	107	115	95	79	114	109
n1nc(-c2nonc2-c2nn[nH]n2)n[nH]1	102	115	99	94	103	82	93	99	110
O=C(c1cccs1)C1NO[N+]([O-])=C1c1cccs1 (configuration not stated)	73	23	0.5*	-25*	120	113	-83*	-63*	-47*
Cc1cc(Cl)ccc1OCC(=O)O	100	98	99	99	114	76	102	103	109
O=C(O)C1C2c3ccccc3C(c3ccccc32)C1C(=O)O (configuration not stated)	97	98	103	113	114	105	83	103	92
OCCN1CCN(c2ccc(Cl)cc2)CC1	106	108	117	116	107	106	93	96	106
Cc1[nH]c2ccccc2c1C=C(C#N)C#N	192	100	104	/	115	95	74	95	122
CCCN(CCC)C(=O)CCl	94	106	94	99	104	79	94	91	98
CCOC(=O)c1ccc2c(c1N1CCN(C)CC1)N(O)ON2	99	104	101	97	107	90	84	107	93
COc1ccc(/C=C\c2cc(OC)c(OC)c(OC)c2)cc1NC(=O)/C=C/c1cc(OC)c(OC)c(OC)c1	72	54	40	2.0*	95	-3.7*	32	31	82
CC[C@@H](C)C(=O)O[C@H]1[C@H](O)[C@H]2[C@@H](CN3C[C@@H](C)CC[C@H]3[C@@]2(C)O)[C@@H]2CC34O[C@]5(O)[C@@H](OC(=O)[C@@](C)(O)CC)CC[C@@]3(C)[C@@H]5[C@@H](OC(C)=O)[C@@H](OC(C)=O)[C@H]4[C@@]21O	99	106	106	112	107	104	88	100	102
CN[C@@]1(c2ccccc2Cl)CCCC[C@@H]1NCC1CC1	96	101	96	103	108	90	80	87	100
C/C=C1\CN2CCC1CC2C(O)c1ccnc2ccc(O)cc12 (configuration not stated)	108	103	101	114	112	106	88	/	97
COc1ccc(CO)cc1O	/	107	101	103	96	81	82	105	121
CCC1CN1P(=S)(N1CC1CC)N1CC1CC (configuration not stated)	104	115	116	124	113	105	82	107	110
O=C(CCF)c1ccc(O)cc1	100	106	103	109	105	/	87	/	106
CC1CNCCN1c1ccccc1 (configuration not stated)	94	97	97	98	102	95	80	78	89
Cn1c(=O)c2[nH]cnc2n(C)c1=O	101	98	96	120	109	99	91	95	110

Screening data as filed in PubChem BioAssay.

The list is partial (hit frequency here may not be typical).
